Assay outcomes (PubChem BioAssay)
ATXN2 expr inh = Primary qHTS for Inhibitors of ATXN expression. Potency, µM (doses to about 57 µM), without a hit: at the highest dose activity change, negative = inhibition, usual class: inhibitors. HEK-293 ATXN2-luciferase reporter, luminescence, 24 h. actives 0.72% (n = 360,000). AID 1745845, 2022; note: potency is the fitted concentration of half-maximal effect; % is set by controls: 0 for no effect and ±100 for the full control effect; nearly all actives have a fitted effect of over 55% in size
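qHTS (up to 57 uM final) was run with 24 h compound exposure of reporter cells at 37 °C. Each well was multiplexed: SteadyGlo luminescence measured ATXN2-luciferase expression after a fluorogenic Gly-Phe-AFC viability readout (25 uM final).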
SW480 rerep = A quantitative high throughput screen for small molecules that induce DNA re-replication in SW480 colon adenocarcinoma cells; Potency, µM (titrated, usually from 46.1 µM), for the others: at the top dose re-replication activation, hits mostly activators; actives 1.8% (n = 340,000); SW480 DNA re-replication, Hoechst DNA content imaging, 48 h; note: potency is the fitted concentration of half-maximal effect; % of control where 0% means no effect; nearly all actives have a fitted effect of over 55% in size
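Image-based read-out: total Hoechst fluorescence of nuclei (405 nm excitation, 500-530 nm emission), with hits raising the fraction of high-intensity nuclei. SW480 colon cells incubated 48 hr with compounds at 37 C.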
KB-V1 cytotox = qHTS assay for MDR1-selective chemotherapeutics: Primary screen using the drug-selected MDR subline cells KB-V1; AID 1347076, 2019; actives 3.4% (n = 400,000); Potency, µM (series often up to 46.1 µM), without a hit: top-dose activity change, negative = cytotoxicity, actives largely listed as cytotoxic; KB-V1 MDR cells viability, CellTiter-Glo, 72 h; note: potency is the fitted concentration of half-maximal effect; % is set by controls: 0 for no effect and ±100 for the full control effect; nearly all actives have a fitted effect of over 60% in size
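Cytotoxicity via CellTiter-Glo luminescence after 72 h compound exposure at 37 degrees C. Cells: drug-selected KB-V1 line, DMEM phenol-red free plus 10% FBS. Compounds tested at multiple concentrations; normalized data fitted to concentration-effect curves.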
KB-3-1 cytotox = qHTS assay for MDR1-selective chemotherapeutics: Primary screen using the parental adenocarcinoma cell KB-3-1. KB-3-1 viability, CellTiter-Glo ATP luminescence, 72 h. Potency, µM (highest dose often 46.1 µM), inactives show top-dose activity change, negative = cytotoxic, usual class: cytotoxic. actives 1.4% (n = 400,000). AID 1347075, 2019; note: potency is the fitted concentration of half-maximal effect; % is set by controls: 0 for no effect and ±100 for the full control effect; nearly all actives have a fitted effect of over 60% in size
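Parental KB-3-1 adenocarcinoma cells in phenol-red-free DMEM with 10% FBS were pin-treated with compounds at several concentrations, incubated 72 h at 37 °C, and viability read by CellTiter-Glo luminescence; concentration-effect curves were fitted after normalization.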
HT1080 IDH1KD tx = qHTS for induction of synthetic lethality in tumor cells producing 2HG: qHTS for the HT-1080-IDH1KD cell line; HT-1080 IDH1 knockdown viability, ATP luminescence, 48 h; Potency, µM (highest dose often 46.1 µM), for the others: at the top dose activity, negative = toxicity, hits mostly cytotoxic; actives 2% (n = 360,000);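 note: potency is the fitted concentration of half-maximal effect; 0% = DMSO wells and -100% = cell-free medium wells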
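Knockdown cells (IDH1KD HT-1080) received compounds 2 h after plating at 750 cells/well and were kept 48 h at 37 °C in 5% FBS RPMI. A CellTiter-Glo luminescence read gave % activity for curve fitting.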
IL1B secr inh = qHTS for Inhibitors of Inflammasome Signaling: IL-1-beta AlphaLISA Primary Screen; THP-1 LPS/ATP IL-1B secretion, AlphaLISA, 16 h; hits give low values; activity change, % at 57.5 µM; actives 4.7% (n = 360,000); AID 743279, 2014; in the data active = activity change below about -50%; inconclusive = mostly about -30% to -49%; note: % is set by controls: 0 for no effect and ±100 for the full control effect
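THP-1 cells pretreated 1 hr with compounds (up to 57.5 uM final), then stimulated with LPS (250 ng/mL final) plus ATP (1.25 mM final); secreted IL-1B measured by AlphaLISA after 16 hr, decreased signal indicating inhibition.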
MCF10A rereplic = A quantitative high throughput screen for small molecules that induce DNA re-replication in MCF 10a normal breast cells. MCF 10A DNA re-replication, Hoechst nuclear intensity, 48 h. Potency, µM (top dose mostly 46.1 µM), for the others: at the highest dose activity, positive = re-replication, most hits filed as activators. actives 2.9% (n = 350,000). AID 624296, 2012; note: potency is the fitted concentration of half-maximal effect; % of control where 0% means no effect; nearly all actives have a fitted effect of over 50% in size
S2 tox = Viability Counterscreen for Primary qHTS for Inhibitors of ATXN expression. Potency, µM (doses to about 56.7 µM), hits mostly cytotoxic. actives 0.49% (n = 400,000). AID 651635, 2014. S2 cells (HEK-293 line with an ATXN2-luciferase reporter) viability, CellTiter-Fluor protease fluorescence, 24 h; note: potency is the fitted concentration of half-maximal effect; nearly all actives have a fitted effect of over 40% in size
HT1080NT lethal = qHTS for induction of synthetic lethality in tumor cells producing 2HG: qHTS for the HT-1080-NT fibrosarcoma cell line; Potency, µM (highest dose often 46.1 µM), inactives show at the highest dose activity, negative = less viability, usual class: cytotoxic; actives 1.6% (n = 360,000); HT-1080-NT fibrosarcoma viability, CellTiter-Glo ATP luminescence, 48 h;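 note: NT is the 2HG producing partner of a matched IDH1 knockdown line; potency is the fitted concentration of half-maximal effect; 0% = DMSO-treated cells and -100% = media-only wells without cells; nearly all actives have a fitted effect of over 55% in size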
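Read-out is CellTiter-Glo luminescence after 10 minutes at room temperature, following 48 hours' compound treatment of HT-1080-NT cells (750 cells/well, RPMI, 5% FBS, 37 degrees C).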
* = called active by the depositor; i = inactive; ? = inconclusive; · = no result given; & = joins results of further samples; [ ] = remark or other dose. Unless noted, calls come from the whole dose curve; as a rule, active = well fitted curve in the direction sought with a large enough effect; inconclusive = small, poorly fitted or top-dose-only effect, or another doubt; inactive = no such curve, though single readings can be large; an effect the other way counts as inactive or inconclusive. No enrichment for hits. Share with any hit: about 11%.

SMILES	ATXN2 expr inh	SW480 rerep	KB-V1 cytotox	KB-3-1 cytotox	HT1080 IDH1KD tx	IL1B secr inh	MCF10A rereplic	S2 tox	HT1080NT lethal
O=C(Nc1scc(-c2ccccc2)c1C(=O)O)c1ccco1	20%	4%	8%	-9%	2%	-24	-1%	i	7%
COc1cc(/C=N/NC(=O)/C(=C\c2ccc3c(c2)OCO3)NC(=O)c2ccccc2)ccc1O	-1%	-1%	5%	-4%	15%	-4	-1%	i	14%
CC(=O)Nc1cc(-c2nn(CC(=O)N3CCCCC3)c(=O)c3ccccc23)ccc1N1CCOCC1	4%	10%	6%	-5%	14%	-1	-8%	i	1%
O=C(Cc1ccccc1)NC1c2ccccc2-c2ccccc21	-20%	-22%	-18%	-15%	18%	5	-22%	i	?
CN(c1ccccc1C(=O)Nc1cccc([N+](=O)[O-])c1)S(=O)(=O)c1ccccc1	-39%	1%	-3%	17%	-2%	-1	-6%	?	5%
COc1ccc(CNC(=O)c2ccc(S(=O)(=O)N3CCOCC3)cc2)cc1	4%	-22%	1%	8%	3%	8	-15%	i	9%
CCN(CC(=O)Nc1ccc2c(c1)OCCO2)C(=O)/C=C/c1ccccc1	·	18%	25%	8%	0%	-16	-1%	?	-4%
CCc1cccc(C)c1NC(=S)N(CCN(C)C)C(C)c1ccco1 (configuration not stated)	·	-29%	?	-5%	1%	-11	-4%	?	0%
CC(C)(C)c1cc(C(=O)NCC(=O)OCC(=O)c2cccc([N+](=O)[O-])c2)cc(C(C)(C)C)c1	13%	-7%	?	24%	11%	5	-2%	i	9%
CC(C)(C)C(C(=O)Oc1ccccc1)c1ccccc1 (configuration not stated)	-14%	8%	-18%	-13%	-1%	19	?	i	-3%
NC(=O)COc1ccccc1	8%	-8%	-12%	-6%	4%	-5	-6%	i	1%
CCc1ccc(OCc2nc(-c3ccc(OC)c(OC)c3)no2)c(Br)c1	-12%	·	-22%	-16%	·	·	·	i	·
O=C(NCCOc1ccc(Cl)cc1)c1ccco1	10%	-2%	10%	0%	7%	-9	-3%	i	-1%
C=CCOCCN1C(=O)C2C3C=CC(C2C1=O)C1C2C(=O)N(CCOCC=C)C(=O)C2C31 (configuration not stated)	·	-1%	-8%	1%	-9%	-2	-1%	i	2%
COC(=O)C[C@@H]1CC[C@H](NC(=O)c2cnccn2)[C@@H](CO)O1	·	·	4%	1%	30%	15	·	·	26%
O=C(O)C(Cc1ccccc1)n1cccc1 (configuration not stated)	1%	0%	22%	12%	19%	-10	-6%	i	14%
Cc1ccc2c(c1)nnn2C1CCN(C(=O)C2CCCCC2)CC1	31%[activator]	0%	-17%	-11%	-1%	?	8%	i	8%
CCN(CC(=O)Nc1cc(Cl)ccc1C)C(=O)CC1CCCC1	-12%	-7%	-2%	-5%	16%	-13	0%	i	1%
COc1ccc(OC)c(/C=N/NC(=O)C(=O)N2CCCCCC2)c1	9%	-2%	2%	1%	0%	24	-2%	i	2%
COc1ccc(OC)c(C2=NS(=O)(=O)N(C)C(C(=O)Nc3cccc(C(C)=O)c3)=C2)c1	-17%	?	-25%	20%	-3%	-1	0%	i	-4%
Cc1ccccc1NC(=S)NCCc1c[nH]c2ccccc12	-33%	8%	-5%	2%	-1%	-9	8%	?	-2%
CC(=O)c1ccc(NC(=O)c2cc(S(=O)(=O)N3CCOCC3)ccc2C)cc1	-18%&1%	-2%	0%&52%	0%&-7%	11%	30	?	i	17%
CCc1nc(SCC(=O)Nc2ccc(N(CC)CC)cc2)n[nH]1	4%	?	?	12%	7%	18	12%	i	12%
O=C1NC(=Nc2ccccc2Cl)S/C1=C\c1cccc([N+](=O)[O-])c1O	-6%[2.22 µM]	-4%[1.84 µM]	13%	-5%	-15%	11	?	?	-4%
CCOc1ccccc1N1CCN(C(=O)/C=C/c2cccc([N+](=O)[O-])c2)CC1	-1%	1%	?	-2%	-4%	-3	11%	i	2%

Later entries
SMILES	ATXN2 expr inh	SW480 rerep	KB-V1 cytotox	KB-3-1 cytotox	HT1080 IDH1KD tx	IL1B secr inh	MCF10A rereplic	S2 tox	HT1080NT lethal
O=C(NC1CCCC1)c1ccc(CSc2nc3ccncc3n2Cc2ccc(F)cc2)cc1	?	-4%	0%&21%	-1%&-10%	-12%	3	5%	?	-1%
CO[C@H]1CC[C@@]2(C)[C@@H](CC[C@@H]3[C@@H]2CC[C@@]2(C)[C@H]3C[C@H](C(=O)N[C@@H](CCCN=C(N)N)C(=O)NCC(=O)N[C@@H](CC(=O)O)C(N)=O)O[C@]23CCCO3)C1	2%	13%[9.22 µM]	-3%	4%	-3%	-4	-25%	i	-1%
Cc1ccc(C)c(N2N=C(C(=O)OCC(=O)N(C)c3ccccc3)CCC2=O)c1	0%	-5%	3%	0%	9%	18	-2%	i	6%
CS(=O)(=O)N1CCc2cc(C(=O)Nc3cccc(F)c3)ccc21	11%	·	0%	3%	·	·	·	i	·
CN(Cc1ccccc1)C(=O)c1[nH]c(C(F)(F)F)nc1-c1ccccc1	-8%	·	-1%	0%	7%	12	·	i	12%
CCC(CC)Nc1ccc(C(CC(N)=O)NC(=O)Cc2ccc(Br)cc2)cc1[N+](=O)[O-] (configuration not stated)	?	-20%[9.22 µM]	-5%	-13%	-14%	-6	3%	i	-27%
COc1ccc(Cn2c(C)nc3ccc([N+](=O)[O-])cc3c2=O)cc1	·	-5%	-17%	0%	-3%	3	4%	·	-2%
COC(=O)c1ccc(N2CCN(C)CC2)c(NC(=O)c2cccs2)c1	-21%	-36%[inhibitor]	-3%	4%	-1%	-27	-17%	i	4%
CCCn1cnnc1CNC(=O)C1CCC(=O)N(CCCc2ccccc2)C1 (configuration not stated)	36%	-2%	2%	7%	-2%	-6	0%	i	-8%
CC1(C)CC(C(CC(=O)O)c2ccccc2)CCO1 (configuration not stated)	0%	-4%	7%	3%	1%	8	-6%	i	1%
Cc1cc(C)n(CC(=O)NNC(=O)c2ccc(S(C)(=O)=O)cc2)n1	3%	2%	-11%	-3%	-4%	12	-4%	i	-3%
O=C(c1ccc(COc2ccccc2Br)o1)N1N=C(C(F)F)CC1(O)C(F)F (configuration not stated)	-39%	-51%[inhibitor]	23µM*	-8%	-4%	7	?	i	0%
CCOc1ccc(NC(=O)CSc2nc3[nH]ncc3c(=O)n2-c2ccccc2OC)cc1	5%	-6%	-24%	19%	0%	-66*	7%	i	1%
CCS(=O)(=O)N1CCN(c2c(Cl)cccc2[N+](=O)[O-])CC1	-9%	-8%	-9%	0%	5%	7	21%	i	8%
CC(C)CC[n+]1ccccc1/C=C/c1ccc(N(C)C)cc1	?	4.6µM*	-7%	1.5µM*	23µM*	-95*	22%	?	?
NC(=S)NN=CCn1cc([N+](=O)[O-])c(=O)[nH]c1=O	-14%	?	15%	2%	-9%	18	-1%	?	-13%
O=C(C1CCCN(S(=O)(=O)c2cccc3nsnc23)C1)N1CCN(c2ccccc2)CC1 (configuration not stated)	?	·	-5%	?	·	·	·	?	·
O=C(NCc1cc(C(F)(F)F)ccc1Cl)c1cccc2c1C(=O)c1ccc(N3CCCCC3)cc1S2(=O)=O	-2%	3%	5%	-1%	0%	59	16%	i	-19%
CSCCC(NS(=O)(=O)c1ccc(C)cc1)C(=O)N1CC=C(c2ccccc2)CC1 (configuration not stated)	1%	-5%	?	3%	7%	5	3%	i	-3%
CCOC(=O)c1cccc(NC(=O)CCn2nc(C)c3c(C)n(-c4ccccc4)nc3c2=O)c1	-4%	·	21%	11%	·	·	·	i	·
Nc1c(Cl)cc(-c2cn(CCC(=O)O)c(-c3ccncc3)n2)cc1Cl	5%	0%	9%	12%	10%	0	?	i	14%
CCOC(=O)N1CCN(C(=O)CN(CC)S(=O)(=O)c2cc(C)ccc2OC)CC1	3%	-5%	-19%	-1%	10%	9	-4%	i	18%
O=C(c1cccc(COCC(F)(F)C(F)F)c1)N1CCN(c2ccccc2)CC1	-7%	0%	15µM*	-29%	-18%	9	1%	i	2%
Cc1c(OCC(=O)N[C@@H](CSCc2ccccc2)C(=O)O)ccc2c3c(c(=O)oc12)CCC3	9%	-58%[inhibitor]	25%	0%	12%	27	25%	i	12%
O=C(OCc1cc2ccccc2[nH]c1=O)c1ccncc1	3%	-8%	3%	4%	3%	32	-2%	i	5%
CCCN1CN=C(NS(=O)(=O)c2ccc(NC(C)=O)cc2)NC1	12%	·	?	1%	·	·	·	i	·
CCCCOc1cc(CC2CNC(=O)N2)ccc1OC (configuration not stated)	0%	15%	?	-8%	-13%	-12	?	i	7%
CC(=O)Nc1ccc(S(=O)(=O)NC2(C(F)(F)F)NC(=O)N(CCc3ccc(F)cc3)C2=O)cc1 (configuration not stated)	1%	·	6%	0%	·	·	·	i	·
CCCN(CCC)Cc1c(C(=O)N/N=C/c2ccc(Br)cc2)nnn1-c1nonc1N	-25%	-12%	-7%	4%	?	?	?	?	?

Complete entries as entered above. Screens in order: ATXN2 expr inh | SW480 rerep | KB-V1 cytotox | KB-3-1 cytotox | HT1080 IDH1KD tx | IL1B secr inh | MCF10A rereplic | S2 tox | HT1080NT lethal
`CCCN1CN=C(NS(=O)(=O)c2ccc(NC(C)=O)cc2)NC1` in the list: 12% | · | ? | 1% | · | · | · | i | ·
`COC(=O)c1ccc(N2CCN(C)CC2)c(NC(=O)c2cccs2)c1` in the list: -21% | -36%[inhibitor] | -3% | 4% | -1% | -27 | -17% | i | 4%
`CCCCOc1cc(CC2CNC(=O)N2)ccc1OC` (configuration not stated) in the list: 0% | 15% | ? | -8% | -13% | -12 | ? | i | 7%
